PL synth Enamine: blocks phospholipid synthesis in CHO cells, Enamine compounds | ZR-82 CHO cells, pyrene fatty acid UV survival, CellTiter Blue; peroxisome-deficient CHO-K1 mutant line; plus DGAT-1, DGAT-2 and ACAT inhibitors | calls only at 10 µM | 20,000 tested, 0.4% active;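 active = cell survival signal 2 SD away from solvent-only control wells, confirmed on one or two retests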;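 also: 3 h compound exposure then viability read about one day after UV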
Calls only; i = inactive. Only part of the results is shown, so the mix of outcomes need not match the whole.

SMILES,PL synth Enamine
O=S(=O)(c1ccc(Cl)s1)N1CCCC1c1ccc2c(c1)OCCCO2 (stereo not given),i
CCN(CC)CN1C(=O)NC2(CCC(C)CC2)C1=O (stereo not given),i
CN(Cn1nc2sc3ccccc3n2c1=S)C1CCCCC1,i
Cc1nnc(NC2CCCC2)s1,i
Cc1nc2ccccc2nc1CSCc1nc2ccccc2nc1C,i
Clc1ccc2c(Oc3ccc4oc5ccccc5c4c3)ccnc2c1,i
CCCOC(=O)c1[nH]c(C)c(C(C)=O)c1C,i
C(=N\N1CCN(c2ccccn2)CC1)/c1ccc2ncccc2c1,i
CSc1nnc(-c2ccc(Br)cc2)n1C1CCCCC1,i
O=[N+]([O-])c1ncccc1OCc1nc2ccccc2s1,i
CCCCP(=Nc1cccc2ccccc12)(Oc1ccc(Br)cc1)c1ccc2c(c1)c1ccccc1n2CC (stereo not given),i
Cn1c(N)c(C(=O)CSc2nnc(NC3CCCCC3)s2)c(=O)n(C)c1=O,i
NS(=O)(=O)c1cc2c(cc1Cl)NC(c1ccc(Br)cc1)NS2(=O)=O (stereo not given),i
O=S(=O)(Nc1ccc2c(c1)OC1(CCCC1)O2)c1cccs1,i
CC(=O)c1c(C)[nH]c(=O)[nH]c1=S,i
CN(C)S(=O)(=O)c1cccc(NC(=S)Nc2ccc3c(c2)OCO3)c1,i
C=CCN(CC=C)C(=O)CN1C(=O)NC2(CCC(CC)CC2)C1=O (stereo not given),i
O=C1Nc2cc(Cl)ccc2C1(O)C(F)(F)F (stereo not given),i
C=CCn1c(CSc2nc3sc4c(c3c(=O)[nH]2)CCCC4)n[nH]c1=S,i
CC(C)N(C(=O)COC(=O)C12CC3CC(CC(Br)(C3)C1)C2)C(C)C,i
CC1=CCC2C(=O)N(NC(N)=S)C(=O)C2C1 (stereo not given),i
CN(C)CCCNc1ccc(S(N)(=O)=O)cc1[N+](=O)[O-],i
O=C1C(=O)N(CN2CCCN(S(=O)(=O)c3ccc(F)cc3)CC2)c2cc(F)ccc21,i
CC(C)CCNC(=O)C(=Cc1ccc([N+](=O)[O-])o1)C(=O)NCCC(C)C,i
CC(C)CC(C(=O)O)N1C(=O)C2CC=CCC2C1=O (stereo not given),i
CC(C)CCNC(=O)c1ncc(Cl)c(Cl)c1Cl,i
CCN1C(=O)NC(=O)C1=O,i
O=C(Cc1cn2ccsc2n1)N/N=C1/CCSc2ccc(F)cc21,i
Clc1cc(CSc2nnc(-c3c[nH]c4ccccc34)n2C2CC2)cc2c1OCCO2,i
Cn1ccc(NS(=O)(=O)c2cc(Br)ccc2Br)n1,i

Reprinted from the part before: 7 entries, then new ones.
SMILES,PL synth Enamine
CC(C)CCNC(=O)C(=Cc1ccc([N+](=O)[O-])o1)C(=O)NCCC(C)C,i
CC(C)CC(C(=O)O)N1C(=O)C2CC=CCC2C1=O (stereo not given),i
CC(C)CCNC(=O)c1ncc(Cl)c(Cl)c1Cl,i
CCN1C(=O)NC(=O)C1=O,i
O=C(Cc1cn2ccsc2n1)N/N=C1/CCSc2ccc(F)cc21,i
Clc1cc(CSc2nnc(-c3c[nH]c4ccccc34)n2C2CC2)cc2c1OCCO2,i
Cn1ccc(NS(=O)(=O)c2cc(Br)ccc2Br)n1,i
COCCn1c(N)c(Br)c(=O)[nH]c1=O,i
O=c1c2cc([N+](=O)[O-])ccc2oc2ccc([N+](=O)[O-])cc12,i
O=S(=O)(C1=Cc2ccccc2CC1)N1CCN(Cc2nc3ccccc3s2)CC1,i
c1csc(C2CCCN2c2ncnc3c2oc2ccccc23)c1 (stereo not given),i
CCO/C=C/C(O)(CNC(=O)OC(C)(C)C)C(F)(F)F (stereo not given),i
COc1cc2nc(CSc3nnc(C4CC4)n3C3CC3)[nH]c(=O)c2cc1OC,i
O=S(=O)(c1ccc(Cl)s1)N(Cc1cccs1)Cc1cccs1,i
NC(=O)C1CCN(CN2C(=O)NC3(CCCCC3)C2=O)CC1,i
CCN1CCN(c2ncnc3sc4c(c23)CCCCC4)CC1,i
CCNC(=O)N1C2CCC(C2)C1C(=O)OCC (stereo not given),i
O=S(=O)(NC1CCCCCC1)c1ccc(F)cc1,i
Brc1ccc(OCCSc2nnc(NC3CC3)s2)cc1,i
Cc1nc(SCc2coc(-c3cccs3)n2)c2c(C)c(C)sc2n1,i
Cn1c(SCC(=O)NC2CCS(=O)(=O)C2)nnc1-c1ccco1 (stereo not given),i
Cc1nsc(-c2ccc(Sc3ccc(Cl)cc3)nn2)n1,i
O=C1/C(=C/c2cccc3ccccc23)Sc2ccccc21,i
Nc1nc(SCc2nc3sc4c(c3c(=O)[nH]2)CCCC4)nc(-c2ccco2)n1,i
Fc1ccc(C2Oc3ccc(Br)cc3C3CC(c4ccccc4)=NN32)cc1 (stereo not given),i
Cc1ccc(C2=NC(C(Cl)(Cl)Cl)NC(=S)N2)cc1 (stereo not given),i
Cc1cc(C)nc(-n2ncc3c2/C(=C/c2ccc(Cl)cc2Cl)CC3)n1,i
O=C(CSc1nc2scc(-c3cccs3)c2c(=O)[nH]1)c1ccc[nH]1,i
Cc1noc(C)c1C(=O)Nc1sc2c(c1C(N)=O)CCC(C)C2 (stereo not given),i
O=c1oc2ccc(Br)cc2cc1S(=O)(=O)c1ccccc1,i
COc1cccc(C2Oc3ccccc3C3CC(c4ccc5c(c4)OCCO5)=NN32)c1 (stereo not given),i
CN1CCC(C(=O)C(F)(F)F)=C1NNc1ccccc1,i
O=c1c(Oc2ccccc2F)coc2cc(O)ccc12,i
CCc1noc(C)c1C(=O)OCC(=O)c1cc(C)n(C)c1C,i
CC(C)(C)NC(=O)NC(=O)COC(=O)CCC1CCCC1,i
NC(=S)NC1CCCCC1,i
CN(Cc1ccccc1)Cn1c(=S)sc2ccc(Cl)cc21,i
COc1cc(/C=N/OCc2nnc(-c3ccc(F)cc3)o2)cc(Cl)c1OC,i
CCCCNc1nnc(SCC(=O)c2cc(C)n(-c3cc(C)on3)c2C)s1,i
O=C(CSC1=NCCS1)NC12CC3CC(CC(C3)C1)C2,i
CN(C)S(=O)(=O)c1ccc(Cl)c(N=Nc2sc(N)nc2-c2cc(F)ccc2F)c1,i
CCCCn1c(=O)n(Cc2cc(=O)n3ccsc3n2)c(=O)c2c1ncn2CCOC,i
C=CCNc1nnc(SCC(=O)NC2CCS(=O)(=O)C2)s1 (stereo not given),i
CCC1SC(=NC(=O)NC2CCCCC2)NC1=O (stereo not given),i
CNC(=O)NC(=O)CSc1nc2sc3c(c2c(=O)n1C)CCCC3,i
Nc1nc(N)nc(COc2ccc(Cl)cc2)n1,i
FC(F)Oc1ccc(C2C=C(c3ccccc3)Nc3nnnn32)cc1 (stereo not given),i
Clc1ccc(C2=CC(c3ccc4c(c3)OCO4)n3nc(-c4ccccc4)nc3N2)cc1 (stereo not given),i
CCN1CCN(S(=O)(=O)CC23CCC(CC2=O)C3(C)C)CC1 (stereo not given),i
CN(C)C1(CNC(=S)NC2CCCCC2)CCCCC1,i
CC(C)(C)c1cnnn1-c1ccc(N=Nc2ccccc2)cc1,i
S=c1nc[nH]c2ccccc12,i
COC(=O)C1CCCN1S(C)(=O)=O (stereo not given),i
Cn1ccnc1SCC(=O)c1cc2ccccc2oc1=O,i
CC[n+]1ccc(C)c2cc(P(=O)(c3ccccc3)c3ccccc3)ccc21,i
Fc1ccc(C2Oc3ccccc3C3CC(c4ccc(Cl)cc4)=NN32)cc1 (stereo not given),i
CCCCCCCCn1c(=S)[nH]c2sc3c(c2c1=O)CCCCC3,i
CC1CC(C)(C)CC2(C1)NC(=O)N(CC(=O)N1CCN(S(=O)(=O)c3ccc(Cl)s3)CC1)C2=O (stereo not given),i
C/C(=N\N=C(N)N)c1ccc(C)c(C)c1,i
CSc1nnc(SCc2cc(=O)n3cc(Br)ccc3n2)s1,i
O=C(CSc1ncnc2sccc12)N(C1CCCCC1)C1CCS(=O)(=O)C1 (stereo not given),i
Fc1ccc(COc2c(I)cc(I)c3cccnc23)c(Cl)c1,i
O=[N+]([O-])c1ccccc1SN=C1N=C2C=CC(Br)=CN2Cc2ccccc21,i
O=C(c1cccs1)N1N=C(c2cccs2)CC1c1cccs1 (stereo not given),i
CN(Cc1ccc(Cl)s1)C(=O)CN1C(=O)N(C)C2(CCCCC2)C1=O,i
CCCCCCCCCCCCS(=O)(=O)CCS(=O)(=O)CCC(=O)OC,i
CCC1CCC2(CC1)NC(=O)N(CC(=O)Nc1ccnn1C(C)C1CC1)C2=O (stereo not given),i

The last two entries of the part before are carried over, then new ones follow.
SMILES,PL synth Enamine
CCCCCCCCCCCCS(=O)(=O)CCS(=O)(=O)CCC(=O)OC,i
CCC1CCC2(CC1)NC(=O)N(CC(=O)Nc1ccnn1C(C)C1CC1)C2=O (stereo not given),i
CSc1nc2nc(C)cc(C)n2n1,i
CC1(C)CC2CC(C)(CN2S(=O)(=O)c2cc(Br)ccc2Br)C1 (stereo not given),i
Cn1/c(=N/NC(=O)c2ccccc2Br)sc2ccccc21,i
CCOC(=O)C1=C(C)NC(=O)NC1c1ccc([N+](=O)[O-])o1 (stereo not given),i
O=S(=O)(c1ccc(N2CN(S(=O)(=O)c3ccc(Cl)cc3)c3nc4ccccc4nc32)cc1)N1CCCC1,i
Fc1ccc(N/N=C2/CCCc3ccccc32)c(F)c1,i
O=S(=O)(NCC1(N2CCOCC2)CCCCC1)c1ccc2c(c1)CCCC2,i
CCN(CC)S(=O)(=O)c1ccc(N=Nc2c(C)nn(-c3ccccc3)c2N)cc1,i
O=C(OCC(=O)C12CC3CC(CC(C3)C1)C2)C1CC2CCCC(C1)C2=O (stereo not given),i
O=C(O)Cc1c(F)c(F)c(F)c(F)c1F,i
CCOC(=O)C1=C(C)NC(C)=C(C(=O)OCC)C1C(=O)OCC(=O)N(C)C1CCS(=O)(=O)C1 (stereo not given),i
O=S(=O)(NC1CCCCCC1)c1cc(Cl)ccc1Cl,i
Oc1ccccc1CN1CCN(Cc2ccccc2O)C1c1c(-c2ccc(Br)cc2)cn2ccccc12,i
S=c1[nH]nc(C2CCCCC2)n1/N=C/c1ccc(Br)cc1,i
CCCCNC(=S)NN=C1CCCC1,i
Cn1c(SCc2nc3ccccc3o2)nc2ccccc21,i
CNC(=S)Nc1ccc(Cl)c([N+](=O)[O-])c1,i
COc1cc(OC)cc(C2=N/C(=C\c3ccc(Br)cc3)C(=O)O2)c1,i
O=S(=O)(c1cc(Br)ccc1Br)N1CCCc2ccccc21,i
C(=N\NC1=NCCCCC1)/c1ccc2c(c1)OCCO2,i
CCOC(=O)c1c(C)[nH]c(C(=O)OCC(=O)c2ccc[nH]2)c1C,i
CC(C)(C)c1ccc(C2=N/C(=C\c3ccc4c(c3)OCCO4)C(=O)O2)cc1,i
CC1CCC2(CC1)NC(=O)N(NC(=O)CSc1nnc(C3CC3)n1C1CC1)C2=O (stereo not given),i
CC1(C(=O)OCC(=O)c2ccc(Br)s2)CC1(Cl)Cl (stereo not given),i
O=S(=O)(Nc1ccc2c(c1)OCO2)c1cc(Br)ccc1Br,i
Fc1cccc(C2Oc3ccccc3C3CC(c4ccc5c(c4)OCCO5)=NN32)c1 (stereo not given),i
CCc1cc2c(SC(C)C(C)=O)ncnc2s1 (stereo not given),i
O=C(Cc1cccs1)Nc1nn2cnnc2s1,i
O=S(=O)(c1ccccc1)N1N=C(c2ccccc2)CC1c1ccccc1F (stereo not given),i
S=c1n(CN2CCN(c3ncccn3)CC2)nc(CSc2nc3ccccc3s2)n1-c1ccccc1,i

Random excerpt: 2 compounds from above, in no set order.
SMILES,PL synth Enamine
CCOC(=O)C1=C(C)NC(C)=C(C(=O)OCC)C1C(=O)OCC(=O)N(C)C1CCS(=O)(=O)C1 (stereo not given),i
Oc1ccccc1CN1CCN(Cc2ccccc2O)C1c1c(-c2ccc(Br)cc2)cn2ccccc12,i

Continuation.
SMILES,PL synth Enamine
O=C(COC(=O)CC1SC(N2CCCC2)=NC1=O)Nc1c(F)c(F)c(F)c(F)c1F (stereo not given),i
O=C(CSc1nc(-c2cccs2)c(-c2cccs2)[nH]1)N1CCNC1=O,i
CS(=O)(=O)c1ccc(N2CCN(S(=O)(=O)c3ccc4c(c3)OCCO4)CC2)c([N+](=O)[O-])c1,i
O=C(/C=C/c1cccs1)NC1CCCCCC1,i
Cc1noc(C)c1CSCC(=O)OCC(=O)c1cc(C)n(C)c1C,i
O=[N+]([O-])c1ccc(NCCNc2nc(N3CCCC3)nc3ccccc23)cc1,i
O=C(O)c1cc([N+](=O)[O-])c[nH]1,i
Cc1cc(-n2c(C)cc(C(=O)COC(=O)c3sccc3C)c2C)no1,i
Nc1cc(S(=O)(=O)N2CCOCC2)ccc1O,i
COc1ccc(/C=C2\N=C(c3ccc(OC(F)F)cc3)OC2=O)cc1OC,i
O=C(O)CCCN1C(=O)NC2(CCCC2)C1=O,i
Cc1ccc(C(=O)O)s1,i
CN(C)c1ccc(NP2(=O)C=C(c3ccccc3)OC(c3ccccc3)=C2)cc1,i
Cc1nc(OCc2cc3c(cc2Br)OCCO3)c2ccccc2n1,i
C=CCNc1ccc(C(F)(F)F)cn1,i
CCOC(=O)C1=C(CSc2nnc(-c3ccco3)o2)NC(=O)NC1C (stereo not given),i
Oc1cc2c(cc1C(c1ccc(C(F)(F)F)cc1)N1CCOCC1)OCO2 (stereo not given),i
O=c1c2ccccc2nnn1CSc1nnc2ccccn12,i
O=C(COC(=O)/C=C/c1ccc(Br)o1)COC(=O)/C=C/c1ccc(Br)o1,i
CCn1c(-c2cccs2)nn(CN2CCN(S(=O)(=O)c3cccs3)CC2)c1=S,i

Source: PubChem BioAssay (School of Medicine, Boston University)
